HePTP inh = blocks human HePTP tyrosine phosphatase | AID 521 | inhibition, % at 20 µM | 110,000 tested, 0.64% active | recombinant HePTP phosphatase activity, OD absorbance; in the data active means inhibition above about 50%;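 further: plate controls were vehicle for no effect and reference inhibitor for full effect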
Target sequence (P35236 whole entry, looked up): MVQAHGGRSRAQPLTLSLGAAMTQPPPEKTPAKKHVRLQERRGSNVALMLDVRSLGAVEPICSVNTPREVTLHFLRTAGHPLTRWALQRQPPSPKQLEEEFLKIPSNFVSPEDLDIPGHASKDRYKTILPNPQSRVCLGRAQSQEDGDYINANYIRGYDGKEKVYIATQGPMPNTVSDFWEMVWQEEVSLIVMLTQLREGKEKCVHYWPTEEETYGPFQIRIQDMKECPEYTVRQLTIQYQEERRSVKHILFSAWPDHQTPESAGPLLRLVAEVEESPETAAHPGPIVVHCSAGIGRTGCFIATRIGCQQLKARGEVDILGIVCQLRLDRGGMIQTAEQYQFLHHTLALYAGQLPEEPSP
BAP1 inh = human BAP1 deubiquitinase inhibition; 72,000 tested, 0.48% active; activity remaining (% of control), % at 20 µM; recombinant BAP1, Ub-AMC hydrolysis fluorescence kinetic; active compounds read low;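 active means activity remaining at or below 50% of control, provided the compound also passes the data quality filters; inactive means the rest, including low values that fail the filters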;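 further: 100% = DMSO wells rate and 0% = substrate alone blank rate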
Target sequence (Q92560 whole entry, looked up): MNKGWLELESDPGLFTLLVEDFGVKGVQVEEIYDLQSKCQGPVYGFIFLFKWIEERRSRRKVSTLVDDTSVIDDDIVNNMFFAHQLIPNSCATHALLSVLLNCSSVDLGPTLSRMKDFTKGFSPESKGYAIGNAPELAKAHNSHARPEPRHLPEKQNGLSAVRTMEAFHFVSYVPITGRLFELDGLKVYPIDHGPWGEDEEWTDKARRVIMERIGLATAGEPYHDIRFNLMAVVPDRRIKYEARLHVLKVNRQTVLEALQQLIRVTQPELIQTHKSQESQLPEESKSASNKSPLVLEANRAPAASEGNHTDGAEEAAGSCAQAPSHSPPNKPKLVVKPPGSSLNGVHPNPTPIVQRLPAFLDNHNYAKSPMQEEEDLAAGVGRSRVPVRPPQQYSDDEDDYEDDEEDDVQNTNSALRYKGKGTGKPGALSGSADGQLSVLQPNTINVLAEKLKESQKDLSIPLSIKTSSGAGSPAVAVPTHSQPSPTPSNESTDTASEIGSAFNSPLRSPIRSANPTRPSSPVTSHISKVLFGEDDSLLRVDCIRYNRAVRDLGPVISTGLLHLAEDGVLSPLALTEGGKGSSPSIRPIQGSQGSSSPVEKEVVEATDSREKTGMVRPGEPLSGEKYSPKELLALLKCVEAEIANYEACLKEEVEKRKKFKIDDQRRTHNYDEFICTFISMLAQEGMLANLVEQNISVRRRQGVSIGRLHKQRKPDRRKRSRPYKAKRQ
Numbers without * were called inactive; / = no result given; & = joins results of further samples.

Value order: BAP1 inh	HePTP inh
CC(C)CC(c1nnnn1C1CCCCC1)N1CCN(c2ncccn2)CC1 (configuration not stated)
  88	4
O=C(NN1C(=O)/C(=C\c2ccccc2Cl)SC1=S)c1ccc(Br)cc1
  /	3
Cc1cc(=O)oc2cc(OCC(=O)OCc3ccccc3)c(Cl)cc12
  /	-6
COc1ccc2c(c1)CCC1C2=NN(/C(C)=C/C(C)=O)C1c1ccc(Br)cc1 (configuration not stated)
  /	-8
FC(F)(F)c1cccc(-n2cccc2/C=N/n2cnnc2)c1
  171	8
Cc1cccc(OCC(=O)Nc2cccc(O)c2)c1
  62	8
COCCN1Cc2cccc(C(=O)Nc3cc(OC)ccc3OC)c2C1=O
  99	-1
CCOC(=O)C(C)Oc1cccc2c(=O)n(CC(=O)N3CCc4ccccc43)ccc12 (configuration not stated)
  97	-7
O=C(NC1(C(=O)NC2CCCC2)CCCCC1)c1ccc2c(c1)OCO2
  /	6
CCN(CC)S(=O)(=O)c1cccc(C(=O)Oc2ccc([N+](=O)[O-])cc2)c1
  /	-1
CC1CCN(c2nc3ccccc3nc2C(C#N)S(=O)(=O)c2ccccc2)CC1 (configuration not stated)
  /	-2
CCOC(=O)Cc1csc(SCc2nc3ccccc3c(=O)[nH]2)n1
  102	14
CCOc1cc(C#N)c(NC(=O)c2cccnc2)cc1OCC
  102	5
CCC(=O)Nc1ccc2oc(-c3ccc4ccccc4c3)nc2c1
  /	-3
Cc1ccc(C(=O)Nc2ccc(Cl)cn2)cc1S(=O)(=O)N1CCOCC1
  98	8
C=C1C(C(=O)N2CCN(C)CC2)C1C(=O)N1CCN(C)CC1 (configuration not stated)
  143	7
O=S(=O)(NC1CCCC1)c1ccc(S(=O)(=O)NC2CCCC2)cc1
  96	11
CC(=O)NCCCc1c[nH]c2ccc(Cl)cc12
  135	-5
O=S(=O)(Nc1ccc2oc(-c3ccccc3)nc2c1)c1ccccc1
  58	-5
C=CCN1C(=O)C(=O)c2cc(Br)ccc21
  /	6

Reprinted from the part before: seven compounds, followed by the next part.
Value order: BAP1 inh	HePTP inh
CCC(=O)Nc1ccc2oc(-c3ccc4ccccc4c3)nc2c1
  /	-3
Cc1ccc(C(=O)Nc2ccc(Cl)cn2)cc1S(=O)(=O)N1CCOCC1
  98	8
C=C1C(C(=O)N2CCN(C)CC2)C1C(=O)N1CCN(C)CC1 (configuration not stated)
  143	7
O=S(=O)(NC1CCCC1)c1ccc(S(=O)(=O)NC2CCCC2)cc1
  96	11
CC(=O)NCCCc1c[nH]c2ccc(Cl)cc12
  135	-5
O=S(=O)(Nc1ccc2oc(-c3ccccc3)nc2c1)c1ccccc1
  58	-5
C=CCN1C(=O)C(=O)c2cc(Br)ccc21
  /	6
COc1ccc(Cl)cc1NC(=O)Cc1ccc(Br)cc1
  /	8
COc1ccc2oc(=O)c(C(=O)Nc3c(C)n(C)n(-c4ccccc4)c3=O)cc2c1
  /	-16
Cc1nc(-c2coc3cc(OCC(=O)O)ccc3c2=O)cs1
  151	9
NC(=O)SCC(=O)Nc1cccc(O)c1
  /	11
COc1ccc(/C=C2\C(=O)NC(=O)N(c3cccc(Br)c3)C2=O)cc1OC
  /	1
Nc1nc(F)cc(NCCO)n1
  105	/
COc1ccc(C2CC(=O)C3=C(C2)Nc2ccccc2NC3c2cccs2)cc1OC (configuration not stated)
  /	9
CC(=O)C1=C(O)C(=O)N(Cc2cccnc2)C1c1ccccc1Cl (configuration not stated)
  93	7
CCN(Cc1ccccc1)C(=O)CCc1nc(-c2ccc(C)cc2)no1
  104	6
C=CCn1c(=S)oc2ccccc21
  107	/
CC1CN(c2ccc(Oc3ccccc3)cc2)c2nc3c(c(=O)[nH]c(=O)n3C)n2C1 (configuration not stated)
  68	9
Cc1ccc(C)n1-n1cnc2scc(-c3cccs3)c2c1=O
  100	4
O=C(Nc1ccc(S(=O)(=O)Nc2ncccn2)cc1)c1cccs1
  /	-5
CC1CCN(C(=O)Cn2nc(C(F)(F)F)c3c2CCCC3)CC1
  87	5
COc1ccc(C)c2sc(N3CCCC3)nc12
  102	13
CCCS(=O)(=O)Nc1cc(C(F)(F)F)ccc1OCCOC
  99	-5
CCSc1nnc(NC(=O)CCc2ccccc2)s1
  76	3
O=C(NCc1ccco1)c1cccnc1-c1nc2ccccc2s1
  56	3
Cc1cccc(NC(=O)CSc2nnc(-c3ccccc3)n2N)c1C
  /	-6
FC(F)Oc1ccccc1C1CC(c2ccc(Br)s2)Nc2ncnn21 (configuration not stated)
  96	2

Sorted by the number under BAP1 inh (highest first): three of the compounds above
Value order: BAP1 inh	HePTP inh
COc1ccc(C)c2sc(N3CCCC3)nc12
  102	13
CCCS(=O)(=O)Nc1cc(C(F)(F)F)ccc1OCCOC
  99	-5
FC(F)Oc1ccccc1C1CC(c2ccc(Br)s2)Nc2ncnn21 (configuration not stated)
  96	2

(cont.)
Value order: BAP1 inh	HePTP inh
Cc1ccc(N=C2SCCCN2C(=O)c2ccco2)cc1Cl
  /	-2
Cc1cc(C)cc(N(CCC#N)C(=O)CSc2nc3nc(C)cc(C)n3n2)c1
  127	-11
CC(C)(C)OC(=O)NCc1nc(N)n[nH]1
  73	4
Cc1cc(C(=O)CN2C(=O)c3ccccc3C2=O)c(C)n1Cc1cccs1
  60	-7
COc1ccccc1CNC(=O)N1CCOCC1
  /	5
Clc1ccccc1CN1CCN(Cc2c[nH]c3ccccc23)CC1
  90	7
CC(C)C(NC(=O)OCc1ccccc1)C(=O)OCC(=O)N1CCCCC1 (configuration not stated)
  87	6
CC(C)CN1C(=O)/C(=C/c2ccc(Cl)c(Cl)c2)SC1=S
  /	1
CCOC(=O)c1cc(-c2nnc(-c3ccc(Cl)cc3)o2)c(C)nc1C
  98	-11
COc1cc(C(=O)Nc2cccc(-c3nc4ncccc4o3)c2C)cc(OC)c1OC
  99	6
CCOC(=O)c1cc2c(n(-c3ccc(C)cc3)c1=O)CCCC2=O
  /	3
COc1ccc(-c2cc(=O)n3[nH]c(-c4ccccc4)cc3n2)cc1
  /	-2
CCN(CC)C(=O)Sc1cccc2cccnc12
  106	10
CC1CCN(CC(O)COC2CCC(C(C)(C)C)CC2)CC1 (configuration not stated)
  111	2
O=C(NCC1CCCO1)c1ccc(NC(=O)C2CCCCC2C(=O)O)cc1 (configuration not stated)
  135	8
O=C(CN(CCc1ccccc1)C(=O)CNS(=O)(=O)c1ccc(F)cc1)NCc1ccco1
  88	-2
CCn1c(C)[n+](CCO)c2cc(Cl)c(Cl)cc21
  /	2
N#CCCN1CCN(C(=S)c2ccc(-c3cc(Cl)ccc3Cl)o2)CC1
  109	2
CCOC(=O)c1ccc(NC(=O)c2ccc[n+]([O-])c2)cc1
  /	-10
COc1cccc(/C=N/NC(=O)CSCC(=O)Nc2ccccc2)c1O
  /	-12
Cc1[nH]c(C(=O)N2CCCCC2)c(C)c1C(=O)NC1CCCCC1
  102	-2
Cc1ccc(NC2=NC3(CCCC3)N=C(N)N2)c(C)c1
  /	0
O=C(CCN1C(=O)c2ccccc2C1=O)NC1CCCC1
  /	5
COc1ccc(CCNc2nc(-c3sc(N)nc3C)cs2)cc1OC
  74	4
O=C1C(=O)N(Cc2ccccc2)C(c2ccc(Br)cc2)/C1=C(/O)c1ccccc1 (configuration not stated)
  /	-7
O=C(NNC1=C(C(=O)C(F)(F)F)CCC1)c1ccc(-c2ccccc2)cc1
  /	5
COc1ccc(C(C)N2CC34C=CC(O3)C(C(=O)O)C4C2=O)cc1 (configuration not stated)
  92	/
COCC(=O)NC1CCN(S(=O)(=O)c2ccc(C(=O)O)cc2)CC1
  /	-2
Cc1cc(=O)[nH]c(/N=C(\N)N2CCc3ccccc32)n1
  61	/
CCn1c(C(=O)N2CCCC(C(=O)NCCc3ccc(C)cc3)C2)cc2sccc21 (configuration not stated)
  99	0
C=CCn1c(SCC(=O)Nc2ccc(C)cc2C)nnc1-c1cccnc1
  101	-3
COc1ccc(N2CCN(C(=O)CCNS(=O)(=O)c3ccc4c(c3)CCC(=O)N4)CC2)cc1
  /	3
N#Cc1c(NC(NC(=O)c2ccco2)C(=O)c2ccccc2)sc2c1CCCC2 (configuration not stated)
  61	13
CCCn1c(=O)c2c(c3ccccc31)OCC(=O)N2
  116	-6
CCc1ccccc1NC(=O)Cn1nnc(-c2cccs2)n1
  100	4
CCCN1CC=C2C(C#N)=C(N)C(C#N)(C#N)C(c3cccc(OC)c3OC)C2C1 (configuration not stated)
  89	0
N=c1c(S(=O)(=O)c2ccccc2)cc2c(=O)n3ccccc3nc2n1CCN1CCOCC1
  193	-1
O=C(Nc1scc(-c2cccs2)c1C(=O)O)c1ccccc1I
  /	-6
CC(C)COC(=O)N1CC(O)CC1C(=O)O (configuration not stated)
  94	8
O=S(=O)(NCc1cccnc1)c1ccc(Cl)c(Cl)c1
  /	7&5
O=C(CCn1c(=O)sc2ccccc21)NC1=NCCS1
  111	0
O=C(Nc1ccc2c(c1)OCO2)[C@@H]1[C@@H]2C(=O)N(C3CCCCC3)C(=O)[C@@H]2C2c3ccccc3C=CN21 (some centres not stated)
  73	6
COc1ccc(C(=O)Nc2ccc(O)c(-c3nc4cc(Cl)ccc4o3)c2)cc1
  /	3
CS(=O)(=O)N(CCc1ccccc1)CC(=O)NCc1ccco1
  74	6
CCOC(=O)c1sc(NC(=S)NC(=O)c2ccc([N+](=O)[O-])cc2)c(C(=O)OCC)c1C
  /	1
CN1CCN(S(=O)(=O)c2ccc(Br)c3ccccc23)CC1
  /	4
Cc1cc(O)c(C(C)C)cc1N=C1CSC(=O)N1
  64	4
CCc1nnc(NC(=O)COC(=O)CN2C(=O)c3ccccc3C2=O)s1
  92	-10
CC1CCc2nn(CC(=O)NCCCN3CCCCC3)cc2C1 (configuration not stated)
  96	4
CC(C)C(C(=O)O)N1C(=O)/C(=C/c2ccc([N+](=O)[O-])cc2)SC1=S (configuration not stated)
  /	0

(further entries)
Value order: BAP1 inh	HePTP inh
CCCCOC(=O)C1=C(C)NC2=C(C(=O)CCC2)C1c1cc(OC)ccc1OC (configuration not stated)
  85	5
CC(=O)Nc1ccc(Nc2nc3ccccc3nc2Nc2ccc(NC(C)=O)cc2)cc1
  /	-7
O=C(Cn1cnc2c(cnn2-c2ccccc2)c1=O)N1CCN(c2ccc(F)cc2)CC1
  72	11
CC1(C)CC(=NO)CC(C)(C)N1
  97	3
Cc1cccc(C)c1NC(=O)CSc1nnc([C@@H]2CCCN2C(=O)OC(C)(C)C)o1
  /	3
O=C1CSC(=S)N1c1cccc(Br)c1
  /	-4
N#C/C(=C/c1cccnc1)C(=O)Nc1cccc(Br)c1
  /	-8
CS(=O)(=O)N(CC(N)=O)c1cccc(C(F)(F)F)c1
  /	4
Cc1ccc(-n2nc3cc(C)c(NC(=O)c4ccccc4Br)cc3n2)cc1
  /	-15
O=C(NCCc1ccccn1)c1ccc(COc2ccccc2)o1
  105	5
COc1ccc(S(=O)(=O)N2CCN(Cc3cccn3C)CC2)cc1
  /	4
CC(C)CN1C(=O)/C(=C/c2cccc(Br)c2)SC1=S
  /	4
CC(C)CC(c1nnnn1CC1CCCO1)N1CCN(c2nc3ccccc3s2)CC1 (configuration not stated)
  83	-3
CC(=O)c1ccc(N2C(=O)CC(S/C(N)=N/N=C(\C)c3cccs3)C2=O)cc1 (configuration not stated)
  /	4
Cc1cccc(C(=O)NNC(=O)COc2ccccc2Cl)c1O
  /	-13
CCOC(=O)c1[nH]c2cc(OC)c(OC)cc2c1NC(=O)CN(C)C1CCCCC1
  232	2
COc1cc(NS(=O)(=O)c2c(C)cc(C)cc2C)c(OC)cc1Cl
  /	7
Cc1ccc(C2CC(C(F)(F)F)n3nc(C(=O)N4CCN(c5ccccc5)CC4)c(Cl)c3N2)cc1 (configuration not stated)
  108	/
O=C(/C=C/c1ccc2c(c1)OCO2)c1cccc(Br)c1
  /	-11
COCCOC(=O)C1=C(C)NC(=O)CC1c1ccccc1OC(C)C (configuration not stated)
  /	1
CC1CN=C(NC2CCCCC2C)S1 (configuration not stated)
  90	5
O=C(Nc1ccc(I)cc1Cl)c1cc2ccccc2oc1=O
  /	-10
CCc1c(C)c2ccc(OCC(=O)N(C)C)c(C)c2oc1=O
  /	-1
O=[N+]([O-])c1ccc(S(=O)(=O)N/N=C/c2ccco2)cc1
  /	9
CC(=O)c1ccc(NCCC(=O)c2cccs2)cc1
  /	2
COCCn1nnnc1C(c1ccc(OC)cc1)N1CCN(c2ccccc2F)CC1 (configuration not stated)
  123	12
COCCn1c(SCC(=O)NCc2ccc3c(c2)OCO3)nnc1-c1c[nH]c2ccccc12
  94	0
Cc1ccc2nsnc2c1NC(=O)/C=C/c1ccccc1
  /	-9
CC(=O)c1c(C)[nH]c(C(=O)Nc2cccnc2)c1C
  95	4
Cc1nn(C)c(C)c1S(=O)(=O)N1CCC(C(=O)NCC2COc3ccccc3O2)CC1 (configuration not stated)
  89	0
CCCN1c2ccccc2C(=C2SC(C(=O)OC)=C(C(=O)OC)S2)C(=S)C1(C)C
  /	13
Cc1ccc(C23CC4CC(CC(Cl)(C4)C2)C3)cc1[N+](=O)[O-]
  92	/
COc1ccc(CCNC(=O)c2nc3ncccn3n2)cc1OC
  161	8
CCCCCC(=O)N1CC2(C)CN(C(=O)CCCCC)CC(C)(C1)C2=O
  81	1
CC(=O)Nc1ccc(NC(=O)C2CCCN(c3nnc(-n4cccc4)s3)C2)cc1 (configuration not stated)
  116	14
CC1(C)CC2CC(C)(CN2S(=O)(=O)c2ccc(C(=O)Nc3ccc(Cl)c(S(=O)(=O)N4CCOCC4)c3)cc2)C1 (configuration not stated)
  /	4
COc1ccc(N2C(=O)CSC2c2ccncc2)cc1 (configuration not stated)
  92	-9

Assay outcomes deposited in PubChem BioAssay by several laboratories.
